High-throughput results from PubChem.
RPL19A-GFP yeast – RPL19A-GFP expression modulators in yeast, primary screen, cell-based, S. cerevisiae, multiplex flow cytometry, MLPCN. S. cerevisiae RPL19A-GFP strain, 3 h; hits give low values. AID 2025, 2009. actives 0.3% (n = 330,000). percent response vs DMSO, % at 10 µM;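 active = percent response vs DMSO below 50%; inconclusive = fewer than 70 events counted for the yeast strain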;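 note: median channel GFP fluorescence of the barcoded RPL19A-GFP strain; ratio of sample median GFP to plate DMSO average so 100% = DMSO; lower means less RPL19A-GFP as with rapamycin TOR inhibition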
AHR act – AHR activators, primary screen, cell-based, luminescence, luciferase reporter, human | Aryl hydrocarbon receptor (Homo sapiens), P35869 | AHR-responsive luciferase reporter cells | activation, % at 5 µM | actives 2.5% (n = 320,000); in the data active = activation above about 47%;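 note: 0% = vehicle wells and 100% = reference agonist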
proCasp7 act – procaspase-7 activators, primary screen, counter-screen for procaspase-3 activator project, biochemical, absorbance, HTS, human; Caspase-7 (Homo sapiens), P55210; recombinant procaspase-7, Ac-DEVD-pNA absorbance 405 nm; D23A/D198A/D206A triple mutant, cannot self-cleave; scale: DMSO 0, 5 µM enzyme 100; activation, % at 8.5 µM; actives 0.093% (n = 330,000); AID 463210, 2010;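 active = percent activation above the screen-wide mean plus 3 SD, cut at about 25% in these data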
Target sequence (P55210 whole entry D23A/D198A/D206A): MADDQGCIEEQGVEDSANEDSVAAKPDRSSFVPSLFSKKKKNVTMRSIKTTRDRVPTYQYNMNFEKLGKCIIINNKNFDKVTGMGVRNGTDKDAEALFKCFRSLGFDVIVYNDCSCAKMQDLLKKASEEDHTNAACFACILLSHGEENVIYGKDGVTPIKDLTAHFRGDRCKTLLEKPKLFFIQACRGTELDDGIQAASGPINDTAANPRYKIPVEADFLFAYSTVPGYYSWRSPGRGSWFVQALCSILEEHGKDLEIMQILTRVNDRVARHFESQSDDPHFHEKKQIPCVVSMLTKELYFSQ
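Replicates: singlicate. Assay system: Procaspase-7 triple mutant (PC-7 D3A). Signal: 405 nm absorbance of p-nitroaniline. Times: 1 h preincubation, 2 h reaction. Buffer or medium: Zinc-free HEPES pH 7.4 with 300 mM NaCl, 0.01% Triton X-100. Also added: DEVD-pNA substrate. Benchmarks: DMSO wells as 0%, DMSO with 5 µM added PC-7 as 100%.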
proCasp3 act – activators of human procaspase-3 D3A mutant, primary screen, biochemical, absorbance, PC-3 D3A mutant, single concentration; recombinant procaspase-3 D3A, Ac-DEVD-pNA absorbance 405 nm; activation, % at 8.5 µM; AID 463141, 2010; actives 0.11% (n = 330,000);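 active = activation above the mean of all tested compounds plus 3 SD, cut at about 21% in these data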;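 note: 0% = DMSO alone and 100% = DMSO wells spiked with extra 5 µM PC-3 D3A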
Target sequence (P42574 whole entry D9A/D28A/D175A): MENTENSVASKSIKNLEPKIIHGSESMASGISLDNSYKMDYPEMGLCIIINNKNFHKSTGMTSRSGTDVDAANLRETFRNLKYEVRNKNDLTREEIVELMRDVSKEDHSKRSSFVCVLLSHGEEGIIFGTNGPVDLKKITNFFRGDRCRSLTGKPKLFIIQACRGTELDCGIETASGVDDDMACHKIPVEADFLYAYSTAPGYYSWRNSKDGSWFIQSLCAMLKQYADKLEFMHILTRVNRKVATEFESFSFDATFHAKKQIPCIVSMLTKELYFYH
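Assay system: Procaspase-3 D3A mutant, all three cleavage aspartates alanine. Buffer or medium: Zinc-free HEPES saline buffer with Triton X-100. Times: 1 h compound preincubation, 2 h substrate hydrolysis at 25 °C. Measured by: 405 nm absorbance of p-nitroaniline, reads at 0 and 120 min. Read-out basis: percent activation relative to control range. Replicates: singlicate.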
Yeast superoxide – reduction of superoxide in aged yeast, primary screen, HTS; S. cerevisiae aged cells, superoxide DHE fluorescence; hits give low values; superoxide response (% of plate mean), % at 10 µM; actives 0.18% (n = 330,000);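 active = superoxide response under a set limit, about three screen SD below normal, cut at about 65% in these data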;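 note: yeast aged for seven days with compound at 30 °C before DHE staining; 100% = average MFI of all compound-treated wells on the plate with controls excluded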
GASC-1 inh – inhibitors of GASC-1 histone demethylase, primary screen, biochemical, fluorescence, DELFIA europium; GST-JMJD2C(1-420) H3K9me3 demethylation; inhibition, % at 2.35 µM; Lysine-specific demethylase 4C (Homo sapiens), Q9H3R0; actives 0.069% (n = 330,000);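 active = more than half of a compound's replicate wells show inhibition beyond 50%, single wells judged on their own value; inconclusive = some, but no more than half, of replicates pass 50% inhibition; inactive = no replicate passes 50% inhibition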;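 note: signal counts dimethyl H3K9 product captured on neutravidin plate; 0% = median of DMSO wells and 100% = 0.3 times that DMSO median; strong numbers were not always called active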
Target sequence (Q9H3R0 1-420 limits assumed): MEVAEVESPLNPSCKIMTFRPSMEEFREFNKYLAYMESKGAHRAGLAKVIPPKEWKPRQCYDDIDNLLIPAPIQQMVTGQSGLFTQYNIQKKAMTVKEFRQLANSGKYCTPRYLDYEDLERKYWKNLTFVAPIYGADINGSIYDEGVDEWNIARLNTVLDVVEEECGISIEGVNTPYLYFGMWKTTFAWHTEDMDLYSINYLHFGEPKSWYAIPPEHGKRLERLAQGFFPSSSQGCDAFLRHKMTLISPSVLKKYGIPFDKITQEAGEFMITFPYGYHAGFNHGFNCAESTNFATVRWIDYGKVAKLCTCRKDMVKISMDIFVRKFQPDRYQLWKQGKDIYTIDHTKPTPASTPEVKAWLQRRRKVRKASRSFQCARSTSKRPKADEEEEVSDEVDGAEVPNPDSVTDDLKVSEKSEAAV
MEP2-GFP yeast – modulators of MEP2-GFP levels in yeast, primary screen, S. cerevisiae, multiplex flow cytometry, MLPCN library; S. cerevisiae MEP2-GFP strain, 3 h; 100% = DMSO control level; GFP response vs DMSO, % at 10 µM; actives 0.51% (n = 330,000);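 active = GFP response versus DMSO above a set limit, roughly screen mean plus 3 SD, cut at about 180% in these data; inconclusive = fewer than 70 cells counted for a yeast strain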;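 note: median GFP fluorescence of the barcode-gated MEP2-GFP cells per well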
LAP4-GFP MLPCN – modulators of LAP4-GFP expression in yeast, primary screen, S. cerevisiae, multiplex flow cytometry, MLPCN library. GFP response vs DMSO, % at 10 µM. AID 2023, 2009. actives 0.34% (n = 320,000). 3 h; median GFP as percent of DMSO wells;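 active = GFP response vs DMSO above a set limit, about the screen mean plus 3 SD, cut at about 150% in these data; inconclusive = under 70 cell events counted for the yeast strain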
An asterisk follows results filed as active; u = inconclusive; x = not tested or not shown; [ ] = dose if it differs, or a comment.

SMILES	RPL19A-GFP yeast	AHR act	proCasp7 act	proCasp3 act	Yeast superoxide	GASC-1 inh	MEP2-GFP yeast	LAP4-GFP MLPCN
CC(=O)c1cccc(OCC(=O)Nc2cc(Cl)ccc2-n2cncn2)c1	87	17	0	0	115	-1	93	99
COc1ccc(C)cc1N(C(=O)CNC(=O)c1ccco1)C(C(=O)NCC1CCCO1)c1ccccc1 (stereo unspecified)	103	1	0	-5	105	11	106	101
CCOc1ccc(-n2nc3c(Cl)nnc(C)c3c2C)cc1	100	-7	3	12	98	8	88	76
NC(N)=N/N=C/c1ccc(OCc2ccccc2Cl)cc1	95	-1	-1	-2	117	-4	104	117
CC(C)(C)N1CC(c2nc3ccccc3n2Cc2ccccc2)CC1=O (stereo unspecified)	x	-2	-4	6	108	-2	106	107
Cc1cc(C(=O)N/N=C/c2sccc2C)no1	100	7	8	-12	103	-1	103	95
CCCCOc1ccc(NC(=O)CSc2nnnn2C)cc1	105	2	-14	1	109	49	107	104
COc1cc(NC(=O)CCCNC(=O)c2ccc(Cl)cc2)cc(OC)c1	99	11	1	-10	108	-37	105	94
COC(=O)c1c(C)[nH]c(C(=O)C(C)OC(=O)c2ccco2)c1C (stereo unspecified)	95	0	5	3	91	x	97	92
COC(=O)CNC(=O)C(C)NC(=O)OCc1ccccc1 (stereo unspecified)	104	4	16	7	106	5	107	97
Cc1c(C(=O)C(=O)NCCCn2ccnc2)c2ccccc2n1C	90	17	9	0	111	-21	91	99
CCCCN(C(=O)C1CCCC1)c1c(N)n(CC(C)C)c(=O)[nH]c1=O	96	0	8	-6	94	x	96	97
O=C(CNc1ccc(Br)cc1)c1ccc(Br)s1	100	17	-9	0	84	-2	106	108
CCCCC(=O)Nc1nc(C)c(C(C)=O)s1	102	2	1	9	99	-4	105	104
COc1ccc(OC)c(CCNC(=O)Cn2cccc2C(=O)c2ccccc2C)c1	102	20	3	4	91	-7	110	97
O=C(CN1CCCCCC1)N/N=C/c1cccc(Cl)c1	94	3	5	-5	110	-1	92	103
O=C(CN1C(=O)/C(=C/c2ccco2)SC1=S)NC1CCS(=O)(=O)C1 (stereo unspecified)	98	-1	-13	-18	103	27	111	97
O=C(CCCC(=O)OCC1CCCO1)OCC1CCCO1 (stereo unspecified)	53[may fluoresce violet]	-2	13	-4	104	9	281*[may fluoresce violet]	100[may fluoresce violet]
Cc1cc(N)n(-c2nc(-c3cccnc3)nc3ccccc23)n1	95	61*	18	2	97	0	89	101
COc1cccc(C(=O)Nc2ccc(-c3nc4ccccc4o3)c(O)c2)c1	98	-6	5	-4	101	-3	99	96
Cc1cc(C(=O)OCC(=O)Nc2ccc(S(=O)(=O)N3CCOCC3)cc2)c(C)o1	99	-1	3	-4	89	3	103	103
COc1ccc(/C=C2/N=C(c3cccs3)OC2=O)cc1OC(C)C	96	5	-5	4	103	-6	104	112
CCOc1ccccc1Nc1ccc(C(=O)O)cc1N	104	1	-9	0	106	4	115	98
Oc1c(C(c2cccs2)N2CCN(c3ccccc3)CC2)sc2ncnn12 (stereo unspecified)	107	0	3	-2	113	5	100	98
Cc1ccc(C(C)C)c(OCC(=O)N2CCN(c3ncccn3)CC2)c1	94	0	-1	6	128	8	103	120

(list continues)
SMILES	RPL19A-GFP yeast	AHR act	proCasp7 act	proCasp3 act	Yeast superoxide	GASC-1 inh	MEP2-GFP yeast	LAP4-GFP MLPCN
CC1=C(C)/C(=N/OC(=O)c2cccc([N+](=O)[O-])c2)C=CC1=O	102	19	-17	-10	77	5	108	106
COc1ccccc1NC(=O)CC1COc2ccccc2O1 (stereo unspecified)	99	4	-10	6	81	1	98	104
CCOc1cc(S(=O)(=O)NC2CC(C)(C)NC(C)(C)C2)ccc1F	102	2	6	10	97	4	95	98
CCCCNC(=O)c1onc(CSc2cc(C)cc(C)c2)c1C(=O)NCCCC	102	15	-1	8	91	7	88	106
CC(NC(=O)COc1ccccc1F)C1CC2CCC1C2 (stereo unspecified)	104	2	-6	12	105	2	107	96
C=CCn1c(Cc2cccs2)nnc1SC/C=C/c1ccccc1	98	1	8	-1	108	-22	101	100
COc1ccc(OCc2cc(/C=N\NC(=O)c3ccccc3)ccc2OC)cc1	105	17	-6	-4	102	2	104	123
CCSc1c(-c2ccccc2)nc2c(C)cccc2c1C(=O)O	100	0	-1	4	105	1	97	100
O=C(Oc1cc(-c2ccccc2)no1)c1cccc(C(F)(F)F)c1	x	45	1	-4	91	-7	102	124
CSc1nc(N)c2c3c(sc2n1)COC(C(C)C)C3 (stereo unspecified)	99	97*	-6	1	93	-5	107	108
COCCCn1c(C(C)C)nc2oc3cc(OC)ccc3c(=O)c2c1=O	101	39	2	1	109	5	105	103
Cc1cc(OCC(=O)Nc2ccccc2C)no1	92	0	3	2	110	-1	93	90
CC(C)OC(=O)/C(=C\c1cccnc1)NC(=O)c1ccccc1	99	2	0	7	90	8	100	93
COc1ccc(C(=O)c2oc3ccc(OC)cc3c2N)cc1	91	8	-9	-25	110	-7	94	106
O=C(CCCN1C(=O)c2cccc3cccc(c23)C1=O)N1CCN(c2ccccc2O)CC1	98	2	-2	-1	119	4	111	102
O=C(Nc1ccc(CN2CCOCC2)cc1)c1cc2ccccc2o1	98	0	-5	5	99	2	104	102
Cc1cc(C(=O)Nc2ccncc2)ccc1[N+](=O)[O-]	95	-3	2	19	84	9	88	98
CCN(CC)S(=O)(=O)c1ccc(N=Nc2c(N)[nH]c(=O)[nH]c2=O)cc1	99	1	2	-5	136	2	93	102
CC(C)C(=O)NC(=S)Nc1ccc(S(=O)(=O)NC(C)(C)C)cc1	80	7	2	-1	94	6	69	85
Cc1cccc(NC(=O)CCS(=O)(=O)c2ccccc2)n1	97	2	-2	-4	94	-3	96	81
Cc1cccc2[nH]c(SCC(=O)O)nc12	96	-2	-1	-6	97	-4	98	101
CCOC(=O)C1CCCN(CC(=O)Nc2cccc(C(C)=O)c2)C1 (stereo unspecified)	93	1	-5	5	97	-8	86	87
CCOC(=O)C1=C(COC(=O)[C@@H](NC(=O)c2cccc(C)c2)C(C)C)NC(=O)NC1C (stereo partly specified)	103	1	4	2	116	x	105	96
O=C(O)c1cc(-c2ccccc2)nn1CC1CC(c2cccc([N+](=O)[O-])c2)=NO1 (stereo unspecified)	94	-2	-5	2	100	-5	98	93
COc1ccc(C2=NN(c3nc4ccccc4s3)C(=O)/C2=C\N(C)C)cc1	u	26	7	1	116	-9	u	97[may fluoresce red and violet]

Compound profiles, from the list above. Order of screens: RPL19A-GFP yeast	AHR act	proCasp7 act	proCasp3 act	Yeast superoxide	GASC-1 inh	MEP2-GFP yeast	LAP4-GFP MLPCN
COCCCn1c(C(C)C)nc2oc3cc(OC)ccc3c(=O)c2c1=O across the screens: 101	39	2	1	109	5	105	103
COc1ccccc1NC(=O)CC1COc2ccccc2O1 (stereo unspecified) across the screens: 99	4	-10	6	81	1	98	104
COc1ccc(OCc2cc(/C=N\NC(=O)c3ccccc3)ccc2OC)cc1 across the screens: 105	17	-6	-4	102	2	104	123

(cont.)
SMILES	RPL19A-GFP yeast	AHR act	proCasp7 act	proCasp3 act	Yeast superoxide	GASC-1 inh	MEP2-GFP yeast	LAP4-GFP MLPCN
COC(=O)[C@H](Cc1ccccc1)NS(=O)(=O)N[C@@H](Cc1ccccc1)C(=O)OC	98	1	-5	-1	105	x	92	100
COCCn1c(C)cc(C(=O)CSc2nnnn2C2CCCC2)c1C	106	-5	9	2	104	-6	106	111
Cc1c(Cl)cccc1NC(=O)CSc1nnnn1C	95	1	6	3	97	2	91	90
COc1ccccc1N1C(=S)NC2CS(=O)(=O)CC21 (stereo unspecified)	99	1	5	5	108	-4	101	107
Cc1ccc(S(=O)(=O)N2CC3CCCN3c3ccc(C(F)(F)F)cc32)cc1 (stereo unspecified)	101	-3	-6	8	99	7	103	93
Cc1c(Cc2ccccc2)c(=O)oc2c(C)c(OCC(=O)N3CCC(C(=O)O)CC3)ccc12	96	-1	2	0	90	-10	86	96
CC(C)CN(C(=O)CC1OC(=O)c2ccccc21)c1c(N)n(Cc2ccccc2)c(=O)[nH]c1=O (stereo unspecified)	87	0	4	4	126	-8	94	100
O=C1CC(c2ccco2)CC(O)=C1C=NCCN1CCNCC1 (stereo unspecified)	95	8	4	-3	103	-5	97	85
O=C(COCC(=O)N/N=C/c1ccc(F)cc1)N/N=C/c1ccc(F)cc1	97	9	6	4	107	2	115	102
O=C(NCc1ccccc1)C(Cc1ccccc1)NS(=O)(=O)c1cccc2nsnc12 (stereo unspecified)	99	-1	-2	-2	109	-3	106	98
C=CCn1c(COc2cccc(C)c2)nnc1SCC(=O)c1c[nH]c2c(CC)cccc12	102	7	0	1	118	-7	99	102
Fc1ccc(Nc2nc(N3CCOCC3)nc(N3CCOCC3)n2)cc1	97	2	-2	1	95	-36	103	108
CCOC(=O)c1sc(NC(=O)c2cc(-c3ccccc3)nc3ccccc23)c(C#N)c1C	97	13	-7	4	111	29	98	102
COc1ccc(OC)c(S(=O)(=O)NC2CCCCC2)c1	98	-4	-6	5	111	5	96	103
c1cncc(Cc2cc3ccccc3[nH]2)c1	107	31	-5	3	93	2	100	100
CCCCCN1C=CC(=C2C(=O)c3ccccc3C2=O)C=C1	96	-10	-6	-3	89	15	98	115
Cc1ccc(Oc2nc(C(F)(F)F)nc3ccccc23)cc1	100	-1	12	1	97	-16	100	103
Cc1ccc(C(=O)COC(=O)COc2ccccc2C)cc1	93	5	4	-7	92	-19	95	102
O=C(NCCN1CCOCC1)C1(C(F)(F)F)C/C(=C\Cc2ccccc2)CCCO1 (stereo unspecified)	101	7	1	-1	95	-16	92	108
NC(=O)CC(NC(=O)Cc1cccc2ccccc12)c1ccc(N2CCC(N3CCCCC3)CC2)c([N+](=O)[O-])c1 (stereo unspecified)	94	0	-2	-7	111	-5	108	95
CN(C)c1ccc(/C=N/n2c(COc3ccccc3)n[nH]c2=S)cc1	99	12	-20	-6	120	-5	100	105
CCCn1cc(CN2CCC(Cc3ccccc3)(C(=O)OCC)CC2)c(C)n1	89	0	0	-1	105	-1	94	93
O=S(=O)(c1cccs1)N1CCC(Cc2ccccc2)CC1	103	0	3	-4	100	15	98	101
CC(NC(=O)NC1CCCCC1)C(c1cccs1)N1CCOCC1 (stereo unspecified)	102	-2	-8	7	105	12	97	107

An excerpt of these results, as comma-separated lines:
SMILES,RPL19A-GFP yeast,AHR act,proCasp7 act,proCasp3 act,Yeast superoxide,GASC-1 inh,MEP2-GFP yeast,LAP4-GFP MLPCN
Cc1cc(C(=O)OCC(=O)Nc2ccc(S(=O)(=O)N3CCOCC3)cc2)c(C)o1,99,-1,3,-4,89,3,103,103
COc1ccc(/C=C2/N=C(c3cccs3)OC2=O)cc1OC(C)C,96,5,-5,4,103,-6,104,112
CCOc1ccccc1Nc1ccc(C(=O)O)cc1N,104,1,-9,0,106,4,115,98
